Screens: PubChem, several laboratories
COUP-TFII inh – inhibitors of human COUP-TFII (NR2F2). HEK293T NGFI-A luciferase reporter, luminescence. inhibition, % at 8.6 µM. 370,000 tested, 0.7% active;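 active means inhibition above a per-plate cutoff, mean inhibition of test wells between control levels plus 3 SD, cut at about 38% in these data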;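 further: cells cotransfected with COUP-TFII expression vector driving the NGFI-A reporter; 0% = median of COUP-TF2 test wells and 100% = reporter-only cells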
ABHD5-PLIN5 inh – inhibitors of human ABHD5-perilipin-5 interaction; AID 602281; Q00G26+Q8WTS1; 360,000 tested, 0.78% active; Split G. princeps luciferase complementation, luminescence, 4 h; inhibition, % at 4 µM;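 active means inhibition above the mean inhibition across every tested compound plus 3 SD, cut at about 22% in these data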;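 further: 0% = DMSO only wells and the 100% control is not disclosed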
MC4R barr agon – agonists of human melanocortin 4 receptor (MC4R) beta-arrestin; P32245; U2OS MC4R beta-arrestin complementation, luminescence; percent of melanotan II response, DMSO zero; activation, % at 8.9 µM; 360,000 tested, 0.98% active; AID 540308;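 active means activation above a per-plate cutoff, the mean activation of sample wells on that plate plus 3 SD, cut at about 8% in these data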
NCOA2 inhibitor – human SRC2 (NCOA2) inhibition | HEK293 GAL4-SRC2 luciferase reporter, luminescence | inhibition, % at 9 µM | 370,000 tested, 0.17% active;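 active means inhibition above the mean inhibition of all tested compounds plus 3 SD, set per campaign, cut at about 52% in these data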;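 further: 0% = DMSO treated cells and 100% = cells given Gossypol at 36 µM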
SRC3 inh – inhibitors of human steroid receptor coactivator 3 (SRC3). Q9Y6Q9. HEK293 GAL4-SRC3 luciferase reporter, luminescence. inhibition, % at 3.6 µM. 360,000 tested, 0.17% active;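 active means inhibition above a per-campaign cutoff, the mean of all compounds plus 3 SD, cut at about 60% in these data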;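 further: 0% = DMSO-treated cells and 100% = gossypol-treated cells at 36 µM; higher means less SRC3-driven luciferase light from the GAL4 reporter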
NOD2-RIPK2 inh – blocks binding of human NOD2 to RIPK2; AID 624267; inhibition, % at 4.98 µM; O43353; 360,000 tested, 0.38% active; CHO BLA complementation NOD2-RIPK2, CCF4 ratio; in the data active means inhibition above about 21%;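 further: 0% = vehicle only and 100% = reference blocker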
MC4R antagonist – antagonists of human melanocortin 4 receptor (MC4R). 360,000 tested, 0.48% active. AID 540295. inhibition, % at 6.5 µM. P32245. MC4R-expressing cells, MTII-stimulated cAMP, LANCE TR-FRET;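 active means inhibition above its plate's cutoff, the mean of tested wells on that plate plus 3 SD, cut at about 29% in these data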;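 further: 0% = Melanotan II alone and 100% = Melanotan II plus saturating MCL0020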
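Test system: U2OS cells stably expressing human melanocortin 4 receptor (MC4R); also added: Melanotan II challenge; compound: 6.5 µM single dose; timing: 30-min compound preincubation, 1-h Melanotan II challenge, 1-h detection, room temperature; signal: Eu-cAMP/anti-cAMP TR-FRET, emission 671 nm; repeats: one well per compound, no replicates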
NR5A2 inv ag – suppresses constitutive activity of human LRH-1. O00482. 360,000 tested, 0.13% active. inhibition, % at 3.6 µM. HEK293T StAR-luciferase reporter, LRH-1 transfected, 24 h. AID 602396;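 active means inhibition above the mean inhibition of all tested compounds plus 3 SD, cut at about 73% in these data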;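 further: 0% = DMSO wells and 100% = reporter-only cells lacking LRH-1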
NCOA1 inh – inhibitors of human steroid receptor coactivator 1 (SRC1) | Q15788 | HEK293 GAL4-SRC1 luciferase reporter, luminescence | inhibition, % at 3.6 µM | 360,000 tested, 0.12% active | AID 588354;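 active means inhibition above the campaign mean plus 3 SD, with each screening campaign given its own cutoff, cut at about 60% in these data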;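 further: 0% = DMSO treated cells and 100% = gossypol at 36 µM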
Target sequence (Q15788 whole entry, looked up, the tested form may be a part): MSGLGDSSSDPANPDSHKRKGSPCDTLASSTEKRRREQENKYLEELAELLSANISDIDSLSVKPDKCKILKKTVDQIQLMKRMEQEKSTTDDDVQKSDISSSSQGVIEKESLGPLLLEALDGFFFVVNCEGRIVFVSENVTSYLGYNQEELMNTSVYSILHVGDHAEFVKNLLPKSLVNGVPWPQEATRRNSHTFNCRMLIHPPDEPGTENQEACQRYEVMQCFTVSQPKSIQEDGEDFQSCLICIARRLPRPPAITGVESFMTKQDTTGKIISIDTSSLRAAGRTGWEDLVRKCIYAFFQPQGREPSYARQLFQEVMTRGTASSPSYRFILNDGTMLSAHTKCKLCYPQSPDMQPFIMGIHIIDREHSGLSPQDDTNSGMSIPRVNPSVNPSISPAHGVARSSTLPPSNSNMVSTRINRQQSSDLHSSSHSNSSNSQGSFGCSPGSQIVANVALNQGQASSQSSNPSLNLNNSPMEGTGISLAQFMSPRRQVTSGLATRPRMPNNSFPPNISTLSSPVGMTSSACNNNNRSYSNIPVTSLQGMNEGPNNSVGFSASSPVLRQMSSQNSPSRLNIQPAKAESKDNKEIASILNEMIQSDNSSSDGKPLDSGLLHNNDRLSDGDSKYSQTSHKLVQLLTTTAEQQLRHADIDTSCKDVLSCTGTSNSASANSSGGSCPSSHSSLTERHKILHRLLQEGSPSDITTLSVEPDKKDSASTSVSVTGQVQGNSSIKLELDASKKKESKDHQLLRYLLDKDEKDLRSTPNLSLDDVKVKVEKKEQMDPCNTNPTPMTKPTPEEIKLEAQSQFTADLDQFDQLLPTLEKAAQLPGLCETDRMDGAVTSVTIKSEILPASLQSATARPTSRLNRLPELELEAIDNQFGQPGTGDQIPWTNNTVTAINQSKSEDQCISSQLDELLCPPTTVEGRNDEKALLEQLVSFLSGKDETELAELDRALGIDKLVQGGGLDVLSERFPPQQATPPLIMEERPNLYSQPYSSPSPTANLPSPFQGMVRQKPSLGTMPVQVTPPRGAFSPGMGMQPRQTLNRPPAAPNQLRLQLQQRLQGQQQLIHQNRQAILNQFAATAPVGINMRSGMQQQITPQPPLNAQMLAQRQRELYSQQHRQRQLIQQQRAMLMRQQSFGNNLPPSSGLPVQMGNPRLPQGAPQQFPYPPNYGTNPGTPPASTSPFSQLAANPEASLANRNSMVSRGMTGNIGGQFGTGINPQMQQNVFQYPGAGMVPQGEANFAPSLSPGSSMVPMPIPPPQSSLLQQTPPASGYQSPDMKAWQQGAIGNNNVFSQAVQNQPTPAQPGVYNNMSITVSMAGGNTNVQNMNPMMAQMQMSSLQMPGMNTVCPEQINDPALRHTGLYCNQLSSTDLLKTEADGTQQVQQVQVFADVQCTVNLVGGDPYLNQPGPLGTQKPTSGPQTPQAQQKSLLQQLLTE
TLR9-MyD88 block – inhibitors of human TLR9-MyD88 binding | Q9NR96+Q99836 | CHO BLA complementation TLR9-MyD88, CCF4 FRET ratio | inhibition, % at 4.98 µM | 340,000 tested, 0.21% active;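 active means inhibition above the mean over all tested compounds plus 3 SD, cut at about 21% in these data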;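 further: 0% = DMSO only wells and 100% = clavulanate BLA inhibitor control wells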
LMP1 NFkB inh – Epstein-Barr LMP1 NF-kappaB reporter inhibition | LMP1-induced NF-kappaB luciferase reporter cells, luminescence | inhibition, % at 12.5 µM | 350,000 tested, 0.69% active | AID 504558; in the data active means inhibition above about 41%;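 further: 0% = neutral control wells and 100% = reference inhibitor control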
Active calls of the source: *; nt = no result given. Only part of the results is shown; rates above refer to the full screens.

SMILES	COUP-TFII inh	ABHD5-PLIN5 inh	MC4R barr agon	NCOA2 inhibitor	SRC3 inh	NOD2-RIPK2 inh	MC4R antagonist	NR5A2 inv ag	NCOA1 inh	TLR9-MyD88 block	LMP1 NFkB inh
Cc1ccc(CNC(=O)c2ccc(N(C)S(=O)(=O)c3ccccc3)cc2)cc1	-12	17	-0.3	-7	25	4	-3	7	-1	-4	1
CCOC(=O)C1CCN(c2c(N(C)Cc3ccco3)c(=O)c2=O)CC1	-11	-13	0.0	-7	4	3	-4	-15	1	-5	7
CC(=O)c1ccc(N2CCN(CC(=O)NCc3ccccc3)CC2)cc1	5	-7	-0.5	-31	-9	2	3	-2	9	-3	1
O=C(NCCCO)C(=O)NCc1ccncc1	9	-2	0.7	-6	20	-17	21	3	0	-6	-3
Cc1ccc(Sc2ccc(NC(=O)c3ccc(F)cc3)cc2C#N)cc1	-3	-2	17*	-2	-30	-9	34*	-9	-14	nt	nt
Cc1ccc(Sc2c([N+](=O)[O-])ncn2C)cc1	9	2	-0.2	25	-1	-10	-5	18	-11	-1	10
COc1cccc(C(=O)Nc2cc(NC(=O)c3ccco3)ccc2OC)c1	16	2	-3.1	12	-4	0	1	5	-1	-6	9
Cc1ccc(NC(=O)CCn2cccc2)cc1C	17	3	-1.2	-21	-42	5	1	-4	-36	3	2
S=C(NCc1ccccc1)N1CCN(c2ccccc2)CC1	3	-1	1.2	-2	9	3	-5	3	7	-2	-4
O=C(O)C1C2CCC1C(O)C2 (stereo not given)	1	-2	1.5	-4	-2	-1	-4	1	10	11	-6
O=C(CSc1nc2[nH]c(=O)cc(O)c2s1)Nc1nccs1	-25	-14	0.5	-4	-9	-6	0	-25	-3	-2	4
O=C(NC1CCCC1)c1cnn2c(C(F)(F)F)cc(-c3ccco3)nc12	1	-2	-1.9	7	8	11	-18	-3	8	-9	9
NC(=O)c1c(NC(=O)c2ccccc2Cl)sc2c1CCC2	-25	10	-1.4	-14	-53	1	23	-14	-52	-2	-11
O=C(Nc1ccc(F)cc1)Nc1cc(OCC(F)(F)F)cc(OCC(F)(F)F)c1	76*	-25	7.0	7	61	7	21	48	-12	7	28
CC(=O)Oc1ccc(N(C(C)=O)S(=O)(=O)c2cccs2)cc1	12	3	-0.1	-33	19	-9	9	18	7	0	1
C=CCNC(=O)c1cc(-c2ccccc2)sc1N	6	3	nt	-7	nt	-14	nt	-2	nt	nt	nt
Cc1nc2sc(C(c3cccc(F)c3)N3CCC(C)CC3)c(O)n2n1 (stereo not given)	-12	3	0.8	16	13	-8	1	13	0	7	-1
C[C@H]1CN(c2ccc(Br)cc2)C(=O)[C@@H]1CC(=O)Nc1ccc(Br)cc1	8	7	3.7	-6	-9	-3	3	-12	-5	-4	10
CCOc1ccc(NC(=O)CN(C)C(=O)CCNC(=O)c2ccc(Br)cc2)cc1OCC	7	-14	-0.2	-9	0	-16	-8	7	-12	-5	3
Cc1ccc(OCCC(=O)NNC(=O)c2ccc(Br)cc2)cc1	15	-1	-1.9	-21	5	-5	4	-2	-19	-7	1
O=C(COC(=O)CNC(=O)c1cccc([N+](=O)[O-])c1)Nc1cccc(S(=O)(=O)N2CCCCC2)c1	-6	-10	-0.9	5	-8	1	10	-4	3	4	8
Cc1ccc(N(CC(O)Cn2c3ccccc3c3ccccc32)S(C)(=O)=O)cc1 (stereo not given)	2	2	3.0	-19	8	-3	8	12	2	1	-8
COc1ccccc1N1CCN(CCNC(=O)Nc2cccc(C)c2C)CC1	7	12	-0.2	14	-4	-9	6	1	20	6	-6
CCOC(=O)c1sc(NC(=S)NC(=O)c2ccco2)nc1C	-16	8	0.9	-14	-21	-18	7	4	-52	-6	0
O=C(NCCN1CCN(c2ccccc2F)CC1)C1CCCN(S(=O)(=O)c2cnc[nH]2)C1 (stereo not given)	-4	-6	0.3	-35	5	-2	-4	-2	5	-7	3
O=C1/C(=C/c2ccco2)SC(=S)N1C1CCS(=O)(=O)C1 (stereo not given)	24	-9	-1.1	23	24	-3	-6	6	-5	2	12
CCCS(=O)(=O)c1ccc(COC(=O)Cc2ccc([N+](=O)[O-])cc2)cc1	-1	-5	-0.1	4	0	-1	5	14	4	-6	11
CCC(C(=O)NC1CCCCC1)n1c(SCc2cccc(C)c2)nc2ccncc21 (stereo not given)	-5	-2	0.1	4	-3	-6	3	-20	-7	-4	5
CC(NCc1ccccc1)c1ccccc1O (stereo not given)	-3	-6	-2.5	-51	15	-7	3	-11	1	2	2
CCC(Cc1ccccc1)NC(=O)C1CCN(S(=O)(=O)c2c(C)noc2C)CC1 (stereo not given)	6	2	-0.3	10	18	-8	3	3	7	3	5
CC1(C)CC(=O)c2cc(OCC(=O)NCCN3CCOCC3)ccc2O1	20	-4	-2.0	-26	-19	1	-2	3	-9	-1	1
O=C1c2ccccc2C(Nc2cccnc2)N1Cc1ccccc1Cl (stereo not given)	-7	-10	-0.8	-55	-11	-6	5	-27	12	-15	0
COc1ccc(N=C2SC(CC(=O)Nc3ccccc3)C(=O)N2CCc2ccccn2)cc1 (stereo not given)	12	6	-0.8	7	9	-6	3	-13	-6	-8	-36
CCCn1nc(C(=O)Nc2nnc(C3CC3)s2)c2ccccc2c1=O	4	-8	-1.0	17	1	-13	-2	3	9	2	10
CCC(=O)Nc1cc(OC)c(NC(=O)c2ccccc2)cc1OC	11	1	-1.6	-9	4	-4	10	0	-1	-4	-4
COC(=O)c1sc(N)c(C(=O)OC)c1COC(=O)CNS(=O)(=O)c1cccc(C#N)c1	-11	-6	-0.8	7	16	-8	2	14	-9	-1	7
C=CCNc1nnc(SC2CC(=O)N(c3ccc(OCCC)cc3)C2=O)s1 (stereo not given)	-2	10	-2.4	10	1	-3	15	-16	3	-5	-2
Cn1c(SCC(=O)N2c3ccccc3Sc3ccccc32)nc2ccccc21	1	3	0.1	8	-6	-2	0	-1	17	-1	-2
COCC(C)NC(=O)c1nn(Cc2ccccc2)c(=O)c2ccccc12 (stereo not given)	-1	3	-1.4	-36	3	-7	7	-7	6	-3	0
Oc1ccccc1C1=NN(c2ccccc2)C(c2ccc(F)cc2)C1 (stereo not given)	8	-8	0.9	5	-17	-12	-3	-4	6	16	nt

Three compounds from above, arranged by the value under TLR9-MyD88 block, high to low:
SMILES	COUP-TFII inh	ABHD5-PLIN5 inh	MC4R barr agon	NCOA2 inhibitor	SRC3 inh	NOD2-RIPK2 inh	MC4R antagonist	NR5A2 inv ag	NCOA1 inh	TLR9-MyD88 block	LMP1 NFkB inh
COc1ccccc1N1CCN(CCNC(=O)Nc2cccc(C)c2C)CC1	7	12	-0.2	14	-4	-9	6	1	20	6	-6
CC1(C)CC(=O)c2cc(OCC(=O)NCCN3CCOCC3)ccc2O1	20	-4	-2.0	-26	-19	1	-2	3	-9	-1	1
CCC(=O)Nc1cc(OC)c(NC(=O)c2ccccc2)cc1OC	11	1	-1.6	-9	4	-4	10	0	-1	-4	-4

Next results:
SMILES	COUP-TFII inh	ABHD5-PLIN5 inh	MC4R barr agon	NCOA2 inhibitor	SRC3 inh	NOD2-RIPK2 inh	MC4R antagonist	NR5A2 inv ag	NCOA1 inh	TLR9-MyD88 block	LMP1 NFkB inh
O=C(CCSc1ccccc1)NC(=O)COC(=O)c1ccc(OC(F)F)cc1	11	-2	5.1	-3	5	4	13	-11	-4	-5	5
Cc1cccc(NC(=O)CCc2c(C)nc3ncnn3c2C)n1	-2	2	-0.8	5	22	8	-1	1	-11	-9	11
O=C(c1nc2ccc(Cl)cn2c1CN1CCC(O)CC1)N1CCc2ccccc2C1	-19	1	0.7	-5	-12	-1	2	-9	-38	-6	-4
CCN1CCN(CCC2Oc3cc([N+](=O)[O-])ccc3NC2=O)CC1 (stereo not given)	3	3	-1.1	-39	19	8	13	-12	5	-14	4
Cc1ccc(NC(=O)CC(NCC2CCCO2)C(=O)O)cc1C (stereo not given)	6	-8	-1.2	-14	-16	-5	21	10	-6	-7	4
Cc1ccc(S(=O)(=O)NCCS(=O)(=O)N2CCN(c3ccccc3)CC2)cc1	15	-2	0.7	0	5	-15	-4	-12	6	1	-1
COc1ccc([N+](=O)[O-])cc1NS(=O)(=O)c1ccc(C)cc1	20	-3	0.4	-9	-5	-9	2	17	11	-5	-2
C=C(C)CSc1nnc(CCNC(=O)OC(C)(C)C)o1	nt	2	0.0	nt	-5	-13	0	-19	13	1	-33
O=[N+]([O-])c1cccc(C2(O)COc3ccccc3O2)c1 (stereo not given)	8	-10	-1.2	-11	-8	-2	-1	3	-4	-4	9
O=C(Nc1ccc(S(=O)(=O)Nc2ccnn2-c2ccccc2)cc1)C(F)(F)F	24	-5	-0.4	-4	9	0	25	4	0	-1	-7
COCCNC(=O)c1cc(-c2ccncc2)nc2ccc(S(=O)(=O)N3CCOCC3)cc12	15	3	-1.2	-6	-7	-2	1	11	0	2	4
CC(=O)[C@@H]1[C@@H]2C(=O)N(Cc3ccccc3)C(=O)[C@@H]2C2c3ccccc3C=CN21 (stereo not given in full)	6	-19	-0.9	5	20	-6	4	18	7	0	-2
CCOC(=O)CN1NC2(CCCC(C)C2)NC1=S (stereo not given)	2	-4	-2.3	4	11	0	5	5	-4	1	-8
O=C(Cc1cccs1)Nc1nnc(SCc2ccc(C(F)(F)F)cc2)s1	7	-11	3.9	14	8	1	2	-6	6	-5	7
CSCCC(C(=O)Nc1c(C)cccc1C)N(C)CCc1ccccc1 (stereo not given)	10	8	nt	0	-6	10	nt	9	0	nt	nt
CC1=CC(C)(C)NC(=S)N1C(C)c1ccccc1 (stereo not given)	-1	-5	-0.8	-6	11	-6	12	-7	14	0	24
N#Cc1c(-c2ccccc2F)cc(-c2cccnc2)nc1N	-14	0	2.9	-5	9	-4	13	14	0	-1	-3
O=C(O)c1ccccc1-n1c(-c2ccccc2)cc2c1CCCC2=O	-4	-9	1.1	-3	2	-3	20	-1	-11	-5	-3
Cc1ccc(NC(=O)c2ncn(CCCNCc3ccccn3)n2)cc1C	-10	-1	2.7	-27	18	-13	0	-13	9	6	0
CCOC(=O)/C(C#N)=C\c1ccco1	-3	4	1.3	6	-34	-3	7	0	0	5	8
Cc1nc2scc(-c3cccs3)c2c(=O)n1CC(=O)O	12	4	-0.1	6	12	1	27	16	-12	-27	-11
CCN1C(=O)[C@H]2[C@@H](c3ccc(C(F)(F)F)cc3)N[C@]3(CCCN(Cc4ccc(OC)cc4)C3=O)[C@H]2C1=O	4	-11	-0.5	-11	-10	-4	14	-11	-10	6	-6
COc1cccc(C2CC(c3ccccc3Cl)n3ncnc3N2)c1 (stereo not given)	-2	7	-1.5	6	-3	0	4	12	-16	-4	5
CCS(=O)(=O)N1CCN(C(=O)C(c2ccccc2)c2ccccc2)CC1	-5	4	-1.8	-3	7	-4	1	-12	5	1	3
